TrxR1 substrate = rat thioredoxin reductase 1 substrate activity | O89049 | purified TrxR1 substrate turnover, NADPH consumption readout | Potency, µM (series often up to 114 µM), inactives show top-dose activity change, negative = substrate turnover | 0.01% of 390,000 active; also: potency is read from the fitted curve at half-maximal effect; % is scaled to controls: 0 for no effect and ±100 for the full control effect; nearly all actives have a fitted effect of over 50% in size
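Rat TrxR1, dispensed at 90 nM, was prereduced with 400 uM NADPH (final) for 5 min at ~22 deg C, then incubated with compound 15 min before 400 uM selenite. A first-read NADPH fluorescence drop versus no-compound background flagged substrates.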
TRHR agonist = TRH receptor (human) agonism; P34981; TRHR cells, calcium flux fluo-8, FDSS agonist mode; activation, % at 2 µM; 0.18% of 360,000 active; AID 493084; in the data active = activation above about 30%; also: 0% is about no effect
Target sequence (P34981 whole entry, looked up): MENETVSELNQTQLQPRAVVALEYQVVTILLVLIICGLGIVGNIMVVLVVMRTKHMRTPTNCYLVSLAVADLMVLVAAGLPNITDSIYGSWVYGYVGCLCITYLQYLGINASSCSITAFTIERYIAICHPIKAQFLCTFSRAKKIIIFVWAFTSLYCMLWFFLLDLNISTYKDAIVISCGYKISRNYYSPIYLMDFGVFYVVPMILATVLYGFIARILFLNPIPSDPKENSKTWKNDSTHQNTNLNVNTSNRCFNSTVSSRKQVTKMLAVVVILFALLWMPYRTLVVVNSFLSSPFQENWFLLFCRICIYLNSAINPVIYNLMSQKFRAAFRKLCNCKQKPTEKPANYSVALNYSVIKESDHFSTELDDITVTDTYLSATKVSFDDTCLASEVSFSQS
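TRHR-expressing cells, plated overnight in medium with 10% serum, were loaded with fluo-8 calcium dye at room temperature. After a 10 s baseline, library compound was pin-added and calcium release was recorded kinetically (ex 480/em 530) as agonist response.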
D2 agonist = D2 dopamine receptor (human) agonism; P14416; HEK293 T-REx D2 cells, calcium flux agonist mode; activation, % at 2 µM; 0.53% of 340,000 active; AID 485358;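 active = activation over 3 SD above normal in the single-dose calcium agonist read, cut at about 30% in these data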; also: 0% is about no effect
Target sequence (P14416 whole entry, looked up): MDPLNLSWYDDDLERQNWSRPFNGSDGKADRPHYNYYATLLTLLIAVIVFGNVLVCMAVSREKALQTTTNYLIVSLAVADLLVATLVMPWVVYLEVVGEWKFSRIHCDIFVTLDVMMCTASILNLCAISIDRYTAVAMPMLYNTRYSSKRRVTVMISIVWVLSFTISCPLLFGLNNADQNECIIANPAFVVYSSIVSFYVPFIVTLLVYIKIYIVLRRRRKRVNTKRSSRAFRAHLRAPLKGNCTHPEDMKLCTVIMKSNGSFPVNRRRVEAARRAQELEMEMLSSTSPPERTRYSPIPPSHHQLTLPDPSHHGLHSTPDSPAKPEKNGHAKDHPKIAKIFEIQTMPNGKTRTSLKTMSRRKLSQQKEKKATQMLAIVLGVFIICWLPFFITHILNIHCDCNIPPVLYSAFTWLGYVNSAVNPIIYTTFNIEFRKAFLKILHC
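Calcium-flux readout, 1 cycle/sec over 180 s following compound pin transfer, in inducible HEK293 Trex D2 cells (force-coupled); dopamine controls included. Positive calcium responses during this window marked compounds as potential agonists.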
IDH1 R132H inh = inhibitors of human mutant IDH1 R132H; O75874; IDH1-R132H enzyme, NADPH consumption, diaphorase/resazurin fluorescence; 0.093% of 390,000 active; Potency, µM (doses to about 76.6 µM), without a hit: at the top dose activity change, negative = inhibition, most hits filed as inhibitors; also: potency is read from the fitted curve at half-maximal effect; % is scaled to controls: 0 for no effect and ±100 for the full control effect; nearly all actives have a fitted effect of over 65% in size
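IDH1-R132H (0.5 ug/mL dispensed) in pH 7.5 Tris buffer was preincubated 30 min with compound, then given a substrate mix of 0.016 mM NADPH and 2 mM alpha-KG for 80 min at room temperature; remaining NADPH was read by diaphorase/resazurin fluorescence.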
Pin1 inh = inhibitors of human Pin1. Q13526. Pin1 FP peptide displacement, HiFluor488, 10 min. Potency, µM (doses to about 115 µM), for inactives: at the top dose activity, negative = inhibition, most hits filed as inhibitors. 0.009% of 390,000 active. AID 504891; active = well fitted inhibition curve with a large enough effect in the polarisation, with a control signal flat, not every such curve was filed as active; inconclusive = small, poorly fitted or top-dose-only effect, or effect the other way, or a change in a side signal; inactive = no such curve, though single readings can be large or run the other way; the % refers to the polarisation; also: potency is read from the fitted curve at half-maximal effect; % is scaled to controls: 0 for no effect and ±100 for the full control effect
Target sequence (Q13526 whole entry, looked up): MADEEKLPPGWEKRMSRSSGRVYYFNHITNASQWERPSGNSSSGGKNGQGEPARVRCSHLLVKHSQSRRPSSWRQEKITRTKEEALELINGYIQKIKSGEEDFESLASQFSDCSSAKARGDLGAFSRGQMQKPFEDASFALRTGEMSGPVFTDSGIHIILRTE
D2 antag = D2 dopamine receptor (human) antagonism; HEK293 TREx D2 cells, calcium flux, dopamine EC80; inhibition, % at 10 µM; P14416; 2% of 340,000 active; in the data active = inhibition above about 30%; also: 0% is about no effect
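Tetracycline-induced HEK293 TREx cells expressing D2 receptor forced-coupled to calcium signalling, loaded with no-wash calcium dye. Compounds added and calcium flux read 180 s, then dopamine added at EC80 and read a further 180 s.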
USP1-UAF1 inh = blocks the human USP1/UAF1 deubiquitinase complex; recombinant USP1/UAF1, Ub-Rhodamine cleavage fluorescence; Potency, µM (titrated, usually from 57.1 µM), without a hit: at the highest dose activity change, negative = inhibition, usual class: inhibitors; 0.23% of 390,000 active; AID 743255; also: potency is read from the fitted curve at half-maximal effect; % is scaled to controls: 0 for no effect and ±100 for the full control effect; nearly all actives have a fitted effect of over 60% in size; inactives centre near -12
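1 nM enzyme complex + cpd, 15 min RT; start with Ub-Rho 150nM final; kinetic fluorescence ex 480/em 540, 6 reads q60 s. Buffer 50mM HEPES pH 7.8, 0.5mM EDTA, 0.1 mg/ml BSA, 1mM TCEP, 0.01% Tween-20.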
TRHR enhancer = allosteric enhancers of human TRH receptor. P34981. TRHR cells, fluo-8 calcium fluorescence, EC20 TRH enhancement. enhancement, % at 2 µM. 0.66% of 360,000 active. AID 493056; in the data active = enhancement above about 30%; also: 0% is about no effect
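Enhancer read-out: after compound pinning and an initial kinetic agonist-mode read, an EC20 of TRH (10 nM final) was injected and fluo-8 calcium signal (Ex 480/Em 530) followed at 1 s/cycle for 100 cycles in TRHR-expressing cells.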
TrxR1 inh = inhibitors of rat thioredoxin reductase 1. 1% of 390,000 active. recombinant rTrxR1, NADPH fluorescence consumption, selenite substrate. O89049. Potency, µM (top dose mostly 114 µM), for inactives: top-dose activity change, negative = inhibition, hits mostly inhibitors. AID 588453; also: potency is read from the fitted curve at half-maximal effect; % is scaled to controls: 0 for no effect and ±100 for the full control effect; nearly all actives have a fitted effect of over 65% in size
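Rat TrxR1 (90 nM in the dispensed reagent) was pre-reduced with 400 uM NADPH for 5 min at room temperature, then incubated with compound for 15 min. After 400 uM selenite was added, NADPH fluorescence (Ex 340/Em 450 nm) was followed for 8 min.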
Numbers without * were called inactive; ? = inconclusive; / = not tested or not shown; [ ] = dose if it differs, or a comment. Unless noted, calls follow the shape of the dose curve; as a rule, active = well fitted inhibition curve with a large enough effect; inconclusive = small, poorly fitted or top-dose-only effect; inactive = no such curve, though single readings can be large or run the other way. This is a subset, so the mix of outcomes need not match the whole.

SMILES | TrxR1 substrate | TRHR agonist | D2 agonist | IDH1 R132H inh | Pin1 inh | D2 antag | USP1-UAF1 inh | TRHR enhancer | TrxR1 inh
CCOc1ccc(NC(=O)CN(C)C(=O)c2ccc3c(c2)C(=O)N(CCC(C)C)C3=O)cc1OCC | -8% | 0.3 | -0.8 | 3% | -5% | -3 | -21% | 2 | -10%
CN1CCN(C(=O)c2cnn3c(C(F)(F)F)cc(-c4cccs4)nc23)CC1 | 13% | -0.4 | 0.9 | 1% | -4% | 2 | -6% | 0 | -4%
Cc1cc(C)cc(OCCn2c(C3CC(=O)N(c4ccccc4Cl)C3)nc3ccccc32)c1 (centres undefined) | -5% | -1.0 | 0.2 | 5% | 18% | / | -21% | -7 | 1%
COc1ccc(Br)cc1CNC(=O)c1cnc2sc(N3CCC(C)CC3)nn2c1=O | 3%[57.1 µM] | -0.5 | -0.6 | -12% | -4% | / | -9% | 1 | -1%[57.1 µM]
COC(=O)C1CCN(C(=O)C2CC(=O)N(c3ccc(C)c(Cl)c3)C2)CC1 (centres undefined) | -4% | / | / | 0% | 1% | / | -20% | / | -6%
O=[N+]([O-])c1cccc(-c2nc(Oc3ccc(Cl)cc3)c3ccccc3n2)c1 | / | 1.1 | 0.4 | / | / | -8 | / | -3 | /
[O-]/C(=C(\C(=S)NCc1ccco1)[n+]1ccccc1)c1ccccc1Br | 1%[57.1 µM] | 0.2 | -0.4 | -4% | ? | 3 | 3% | -4 | -25%[57.1 µM]
COc1ccc(S(=O)(=O)Nc2ccc(C)c(S(=O)(=O)N3CCOCC3)c2)cc1[N+](=O)[O-] | -2% | 0.0 | -0.2 | -1% | -2% | 15 | 4% | 9 | -1%
CC(=O)Nc1ccc(NC(=O)COC(=O)c2ccccn2)cc1 | 8%[57.1 µM] | 0.4 | / | 6% | 1% | / | -18% | -2 | 3%[57.1 µM]
O=c1[nH]snc1-c1c(Cl)cccc1Cl | -3% | / | / | 5% | -5% | / | ? | / | 3%
O=C(c1ccc2c(c1)OCO2)N1CCC2(CC1)Oc1ccc(Cl)cc1C(=O)C21CC(c2ccc(Cl)cc2)=NO1 (centres undefined) | / | 0.1 | -0.3 | / | / | 8 | / | 4 | /
CC(=O)N1CCCc2cc(S(=O)(=O)N3CCc4ccccc4C3)ccc21 | 3% | -0.1 | -0.2 | 0% | 2% | 24 | -17% | 0 | 6%
O=C(Nc1ccccc1)[C@@H]1CC=C[C@@H]2CCN(C3CCCCC3)C(=O)[C@@H]21 | 8%[57.1 µM] | / | / | 9% | -3% | / | -24% | / | 8%[57.1 µM]
Cc1ccccc1OCC(=O)Nc1ccc(N2CCN(C)CC2)c(Cl)c1 | 5% | 2.1 | 2.4 | -5% | 1% | 20 | -27% | 3 | 18%
Cc1ccc(/C=C2\CCC(C3CCCC3)C2=O)cc1 (centres undefined) | 1% | 1.0 | -0.1 | 2% | -3% | -4 | -20% | 3 | -3%
CCOc1cc(/C=N/NC(=O)c2ccc(CSc3nncn3C)cc2)ccc1OCC(=O)N1CCOCC1 | -11% | 1.5 | -0.2 | -2% | -6% | 7 | -6% | 12 | 0%
CCn1cc(S(=O)(=O)c2ccc(C)cc2)c(=O)c2cc(F)c(N3CCCCCC3)cc21 | 12% | -0.6 | -1.6 | 0% | -3% | / | -7% | 16 | 33%
Cc1cc(N2CCCCC2)nc(N)n1 | -6% | 42* | 69* | -6% | -2% | 60* | -13% | -5 | 4%
O=C(Nn1c(-c2ccccc2)nc2ccccc2c1=O)C1CCC1 | 3% | 0.1 | 0.7 | 6% | -5% | 10 | -10% | -2 | 16%
COc1ccc(CCCC(=O)Nc2cc(C)ccc2OC)cc1 | -6% | -0.3 | -1.4 | -6% | 1% | 9 | -17% | 11 | 10%
COc1ccc2c(c1)OC[C@H]1[C@H]2N2C(=O)c3ccc(F)cc3NC(=O)[C@@]2(C)[C@H]1c1ccccc1 | 4% | / | / | 2% | 32%[activator] | / | ? | / | 33%
COc1ccc(OCC(=O)Nc2c(C(=O)N3CCC(N4CCCCC4)CC3)oc3ccccc23)cc1 | -1% | 1.1 | -0.6 | 0% | -3% | -9 | -12% | -4 | 5%
O=c1[nH]cc(NCCc2ccccc2)c(=O)[nH]1 | 9%[57.1 µM] | 3.3 | 38* | -1% | -4% | -19 | -9% | 2 | 7%[57.1 µM]
Cc1ccc(CCNC(=O)CCCc2nnc3n(C)c(=O)c4sccc4n23)cc1 | 3% | -0.3 | -2.1 | / | 12% | / | 6% | 23 | 9%
Cc1cccc(NC(=O)COC(=O)c2ccc3c(=O)n4c(nc3c2)CCC4)c1 | -2% | 0.0 | -0.4 | 2% | -4% | -6 | -16% | 0 | -4%
Additional results.
SMILES | TrxR1 substrate | TRHR agonist | D2 agonist | IDH1 R132H inh | Pin1 inh | D2 antag | USP1-UAF1 inh | TRHR enhancer | TrxR1 inh
COc1ccccc1NC(=O)C(C)OC(=O)C1CCN(S(=O)(=O)c2ccccc2C(F)(F)F)CC1 (centres undefined) | -5% | / | / | -1% | 3% | / | -15% | / | 7%
CCN(CC)CCNC(=O)c1ccc2c(=O)n(CCc3ccccc3)c(=O)[nH]c2c1 | 15% | 3.0 | 1.0 | -8% | -1% | -2 | -10% | 2 | 19%
CCCCCCCCCCCC(=O)NC(C(=O)O)C(O)c1ccccc1 (centres undefined) | -4% | -0.8 | -2.2 | 10% | -23% | -1 | -15% | -1 | 6%[57.1 µM]
CCN(CC(=O)Nc1ccc(OC)cc1)C(=O)Cc1coc2cc(C)c(C)cc12 | 0% | 1.6 | -0.8 | 11% | -4% | -1 | 0% | -6 | 7%
Cn1cnnc1SCc1ccc(C(=O)N=Nc2c(O)n(Cc3ccc(Cl)cc3)c3ccccc23)cc1 | -14% | 14 | 0.6 | 0% | -6% | -7 | -6% | 4 | -12%
O=C(NC1CC(=O)N(c2cccc(F)c2)C1)c1ccc(S(=O)(=O)N2CCCC2)cc1 (centres undefined) | 2%[57.1 µM] | 0.3 | 0.8 | 0% | 0% | / | -24% | 0 | 18%[57.1 µM]
CCOc1ccc(-c2nnn(CCC(=O)O)n2)cc1OC | 4% | 0.6 | -0.4 | 5% | -4% | -14 | -14% | -8 | 14%
Cc1ccc(NC(=S)NNC(=O)c2ccccc2OC(F)F)cc1 | 8% | 0.0 | -0.3 | 5% | -11% | -11 | -3% | 0 | -10%
COCCNC(=O)/C(C#N)=C/c1ccc(OCc2ccc(F)cc2)cc1 | -12% | 0.2 | -0.4 | -4% | 101%[activator] | -6 | -8% | 25 | -21%
CCN(CC(=O)Nc1ccc(NC(C)=O)cc1)C(=O)/C=C/c1ccc(C)o1 | -10% | 0.2 | 0.5 | 1% | 0% | -21 | -18% | 4 | ?
CCN(CC(=O)Nc1c(F)cccc1F)C(=O)COc1ccc2c(c1)CCC2 | -2% | -0.7 | -0.1 | 4% | 1% | 1 | -9% | 16 | -9%
CCc1ccc(NC(=O)CNC(=O)c2cn(-c3ccccc3OC)c(=O)c3ccccc23)cc1 | -1%[57.1 µM] | 0.0 | 0.3 | -10% | 6% | 3 | -7% | 7 | -3%[57.1 µM]
Cc1nc(SCC(=O)Nc2ccccc2C(F)(F)F)c2c(=O)n(C)c(=O)n(C)c2n1 | 3% | / | / | 9% | -6% | / | -9% | / | 28%
Cc1oc2cc3oc(=O)c(CCC(=O)N(C)CC(=O)O)c(C)c3cc2c1C | 13% | 0.2 | -1.0 | 4% | -10% | -4 | -4% | -1 | -2%[57.1 µM]
C/C=C/c1ccc(OCc2cc(=O)n3cc(C)ccc3n2)c(OC)c1 | -1% | -0.2 | -0.1 | -1% | -12% | 9 | -15% | 9 | 11%
Cc1c(CC(=O)NCCCC(=O)O)c(=O)oc2cc3oc4c(c3cc12)CCCC4 | 1%[57.1 µM] | -0.5 | -2.5 | 2% | -3% | 26 | -22% | -1 | 4%[57.1 µM]
Cc1ccccc1CC1(CO)CCCN(Cc2ccn[nH]2)C1 (centres undefined) | 3%[57.1 µM] | 0.2 | 0.6 | 11% | -2% | 22 | -17% | -5 | 14%[57.1 µM]
COc1ccc(NC2CCCN(C(=O)c3ccc(C)nc3)C2)cc1 (centres undefined) | 2% | 0.0 | -0.1 | -1% | -13% | 3 | -22% | 1 | 6%
O=C(Nc1nc2c(s1)CCCC2)c1ccccc1F | -5% | 0.2 | 1.5 | 5% | ? | / | -1% | 3 | 2%
Cc1ccc(OCC(=O)N2C(C)CCCC2C)c([N+](=O)[O-])n1 (centres undefined) | -9% | / | / | 2% | 0% | / | -1% | / | -10%

By substructure: those above with bromine
SMILES | TrxR1 substrate | TRHR agonist | D2 agonist | IDH1 R132H inh | Pin1 inh | D2 antag | USP1-UAF1 inh | TRHR enhancer | TrxR1 inh
COc1ccc(Br)cc1CNC(=O)c1cnc2sc(N3CCC(C)CC3)nn2c1=O | 3%[57.1 µM] | -0.5 | -0.6 | -12% | -4% | / | -9% | 1 | -1%[57.1 µM]
[O-]/C(=C(\C(=S)NCc1ccco1)[n+]1ccccc1)c1ccccc1Br | 1%[57.1 µM] | 0.2 | -0.4 | -4% | ? | 3 | 3% | -4 | -25%[57.1 µM]

Profiles as entered above. Order of values: TrxR1 substrate	TRHR agonist	D2 agonist	IDH1 R132H inh	Pin1 inh	D2 antag	USP1-UAF1 inh	TRHR enhancer	TrxR1 inh
Listed for COCCNC(=O)/C(C#N)=C/c1ccc(OCc2ccc(F)cc2)cc1 : -12%	0.2	-0.4	-4%	101%[activator]	-6	-8%	25	-21%
Listed for O=C(c1ccc2c(c1)OCO2)N1CCC2(CC1)Oc1ccc(Cl)cc1C(=O)C21CC(c2ccc(Cl)cc2)=NO1 (centres undefined) : /	0.1	-0.3	/	/	8	/	4	/

Assay outcomes deposited in PubChem by National Center for Advancing Translational Sciences (NCATS).
